mIDH1 inhibitor = qHTS for Inhibitors of mutant isocitrate dehydrogenase 1 (IDH1): qHTS; IDH1-R132H enzyme, NADPH consumption, diaphorase/resazurin fluorescence; Potency, µM (titrated, usually from 76.6 µM), for the others: at the top dose activity change, negative = inhibition, usual class: inhibitors; Isocitrate dehydrogenase [NADP] cytoplasmic (Homo sapiens), O75874; AID 602179, 2012; actives 0.093% (n = 390,000); note: potency is the fitted concentration of half-maximal effect; % is set by controls: 0 for no effect and ±100 for the full control effect; nearly all actives have a fitted effect of over 65% in size
Target sequence (O75874 whole entry R132H, stated change not applied): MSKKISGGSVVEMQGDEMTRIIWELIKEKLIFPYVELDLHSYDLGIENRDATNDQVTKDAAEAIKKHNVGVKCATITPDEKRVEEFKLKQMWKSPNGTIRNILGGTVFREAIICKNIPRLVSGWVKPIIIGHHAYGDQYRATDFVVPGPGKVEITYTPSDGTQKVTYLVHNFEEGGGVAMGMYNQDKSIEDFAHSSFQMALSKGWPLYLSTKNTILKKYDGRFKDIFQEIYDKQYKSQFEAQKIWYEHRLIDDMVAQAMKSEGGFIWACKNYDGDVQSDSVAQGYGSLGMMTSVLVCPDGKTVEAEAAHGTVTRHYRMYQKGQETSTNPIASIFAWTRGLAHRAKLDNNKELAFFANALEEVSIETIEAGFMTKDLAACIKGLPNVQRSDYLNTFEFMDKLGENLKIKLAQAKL
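IDH1-R132H (0.5 ug/mL dispensed) in pH 7.5 Tris buffer was preincubated 30 min with compound, then given a substrate mix of 0.016 mM NADPH and 2 mM alpha-KG for 80 min at room temperature; remaining NADPH was read by diaphorase/resazurin fluorescence.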
TrxR1 substrate = qHTS Assay for Substrates of Mammalian Selenoprotein Thioredoxin Reductase 1 (TrxR1): qHTS; Thioredoxin reductase 1, cytoplasmic (Rattus norvegicus), O89049; purified TrxR1 substrate turnover, NADPH consumption readout; Potency, µM (doses to about 114 µM), for the others: at the top dose activity change, negative = substrate turnover; actives 0.01% (n = 390,000); AID 588456, 2011; note: potency is the fitted concentration of half-maximal effect; % is set by controls: 0 for no effect and ±100 for the full control effect; nearly all actives have a fitted effect of over 50% in size
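Rat TrxR1, dispensed at 90 nM, was prereduced with 400 uM NADPH (final) for 5 min at ~22 deg C, then incubated with compound 15 min before 400 uM selenite. A first-read NADPH fluorescence drop versus no-compound background flagged substrates.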
GRP78 ERSR act = qHTS for Inducers of the Endoplasmic Reticulum Stress Response (ERSR) in Human Glioma: qHTS. Potency, µM, for the others: at the highest dose activation, usual class: activators. actives 0.02% (n = 420,000). U87-MG GRP78 promoter luciferase reporter, 16 h. AID 602332, 2012; note: potency is the fitted concentration of half-maximal effect; series mostly up to about 76 µM; % of control where 0% means no effect; nearly all actives have a fitted effect of over 35% in size
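Stably transfected U87-MG glioma cells carrying a GRP78-based luciferase sensor; 16 h compound incubation. Luminescence end-point read 10 min after Bright-Glo addition at room temperature.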
rTrxR1 inhibitor = qHTS Assay for Inhibitors of Mammalian Selenoprotein Thioredoxin Reductase 1 (TrxR1): qHTS | actives 1% (n = 390,000) | Thioredoxin reductase 1, cytoplasmic (Rattus norvegicus), O89049 | recombinant rTrxR1, NADPH fluorescence consumption, selenite substrate | Potency, µM (titrated, usually from 114 µM), inactives show at the top dose activity change, negative = inhibition, usual class: inhibitors | AID 588453, 2011; note: potency is the fitted concentration of half-maximal effect; % is set by controls: 0 for no effect and ±100 for the full control effect; nearly all actives have a fitted effect of over 65% in size
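Rat TrxR1 (90 nM in the dispensed reagent) was pre-reduced with 400 uM NADPH for 5 min at room temperature, then incubated with compound for 15 min. After 400 uM selenite was added, NADPH fluorescence (Ex 340/Em 450 nm) was followed for 8 min.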
Vif-APOBEC3F blk = qHTS for Inhibitors of Vif-A3F Interactions: qHTS; HeLa A3F-eYFP + Vif (tagged APOBEC3F with the HIV-1 protein that degrades it), YFP fluorescence increase; Potency, µM (titrated, usually from 46.1 µM), for the others: top-dose activity, negative = active; actives 0.2% (n = 390,000); AID 602313, 2012; note: potency is the fitted concentration of half-maximal effect; % of control where 0% means no effect; nearly all actives have a fitted effect of over 65% in size
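HeLa cells stably expressing Vif plus C-terminally eYFP-tagged A3F were seeded, incubated overnight at 37 deg C, dosed with compound, incubated overnight again at 37 deg C. Yellow fluorescence (Ex 488/Em 500-530) reported blocked Vif-mediated A3F-eYFP degradation.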
LDHA block = qHTS assay for inhibitors of human lactate dehydrogenase | AID 1347041, 2019 | actives 0.15% (n = 480,000) | purified LDHA, NADH/diaphorase-resazurin fluorescence; active compounds read low | activity change, % (values are at about 110 or 230 µM) | L-lactate dehydrogenase A chain (Homo sapiens), P00338; in the data active = activity change below about -30%; inconclusive = mostly about -25% to -30%;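 note: plate controls were DMSO wells for no effect and wells without enzyme for full effect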
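LDH5 2 nM; NADH 0.06 mM, pyruvate 0.2 mM; 200 mM Tris pH 7.4, EDTA, Tween-20; 5 min RT. Detection: diaphorase 0.133 mg/mL + resazurin 37 µM, fluorescence ex540/em590 at 0 and 20 min; normalized to enzyme-free and DMSO wells.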
USP1 inh = Inhibitors of USP1/UAF1: Primary Screen; actives 0.23% (n = 390,000); Potency, µM (titrated, usually from 57.1 µM), inactives show at the top dose activity change, negative = inhibition, usual class: inhibitors; recombinant USP1/UAF1, Ub-Rhodamine cleavage fluorescence; AID 743255, 2014; note: potency is the fitted concentration of half-maximal effect; % is set by controls: 0 for no effect and ±100 for the full control effect; nearly all actives have a fitted effect of over 60% in size; inactives centre near -12
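High-throughput fluorogenic screen: 1nM USP1/UAF1 complex, Ub-Rho substrate 150nM final, 50mM HEPES pH 7.8 with 0.5mM EDTA, 0.1 mg/ml BSA, 1mM TCEP and 0.01% Tween-20.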
RGS4 inh = Inhibitors of Regulator of G Protein Signaling (RGS) 4: qHTS | actives 0.039% (n = 390,000) | Transcreener GDP fluorescence polarization, RGS4-accelerated GTP hydrolysis | Potency, µM (doses to about 114 µM), inactives show at the highest dose activity change, negative = inhibition, hits mostly inhibitors; note: potency is the fitted concentration of half-maximal effect; % is set by controls: 0 for no effect and ±100 for the full control effect; nearly all actives have a fitted effect of over 75% in size; some results filed as inactive show a strong effect at the top dose
Target sequence (P49798 whole entry, looked up): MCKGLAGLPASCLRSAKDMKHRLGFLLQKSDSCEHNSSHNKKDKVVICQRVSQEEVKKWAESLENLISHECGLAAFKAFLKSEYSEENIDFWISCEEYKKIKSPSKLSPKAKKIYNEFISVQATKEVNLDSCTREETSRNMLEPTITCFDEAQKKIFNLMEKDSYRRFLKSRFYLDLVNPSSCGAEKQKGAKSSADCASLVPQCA
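MLSMR compounds (23 nl, pin-transferred) preincubated 10 min at room temperature with a 500nM (2x) first reagent, then RGS4 at 900nM (2x) plus Transcreener GDP mix added; fluorescence polarization (620/688 nm) read before and after 90 min at 30 °C.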
Vif-APOBEC3G blk = qHTS for Inhibitors of Vif-A3G Interactions: qHTS | AID 602310, 2012 | Potency, µM (titrated, usually from 46.1 µM), for inactives: top-dose activity, negative = active, hits mostly inhibitors | HeLa A3G-eYFP + Vif (tagged APOBEC3G with the HIV-1 protein that degrades it), YFP fluorescence, overnight | actives 0.076% (n = 410,000) | DNA dC->dU-editing enzyme APOBEC-3G (Homo sapiens), Q9HC16;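 note: potency is the fitted concentration of half-maximal effect; % is set by controls: 0 for no effect and ±100 for the full control effect; nearly all actives have a fitted effect of over 60% in size; hits raise eYFP signal because A3G escapes Vif-driven loss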
Target sequence (Q9HC16 whole entry, looked up): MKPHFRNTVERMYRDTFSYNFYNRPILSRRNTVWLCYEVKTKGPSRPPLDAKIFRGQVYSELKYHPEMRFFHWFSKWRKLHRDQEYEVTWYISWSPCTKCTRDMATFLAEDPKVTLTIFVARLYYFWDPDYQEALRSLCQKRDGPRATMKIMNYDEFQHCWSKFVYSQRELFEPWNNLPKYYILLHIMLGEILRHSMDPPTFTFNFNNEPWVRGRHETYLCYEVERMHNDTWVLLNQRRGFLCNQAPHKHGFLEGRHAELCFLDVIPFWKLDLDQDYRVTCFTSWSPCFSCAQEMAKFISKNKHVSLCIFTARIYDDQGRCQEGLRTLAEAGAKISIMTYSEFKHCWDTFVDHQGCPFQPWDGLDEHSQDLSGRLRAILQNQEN
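Read-out is eYFP fluorescence (Ex 488/Em 500-530) from Vif-expressing HeLa A3G-eYFP cells; more signal means A3G escaped Vif-mediated degradation. Cells plated overnight, compound pinned in, incubated overnight at 37 deg C.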
* hit, by the source's call; ? = inconclusive; . = not tested or not shown; & = joins results of further samples; [ ] = dose if it differs, or a comment. Unless noted, calls come from the whole dose curve; as a rule, active = well fitted curve in the direction sought with a large enough effect; inconclusive = small, poorly fitted or top-dose-only effect, or another doubt; inactive = no such curve, though single readings can be large; an effect the other way counts as inactive or inconclusive.

SMILES	mIDH1 inhibitor	TrxR1 substrate	GRP78 ERSR act	rTrxR1 inhibitor	Vif-APOBEC3F blk	LDHA block	USP1 inh	RGS4 inh	Vif-APOBEC3G blk
COc1ccccc1NC(=O)CSc1nnc(-c2nonc2NC(C)=O)n1-c1ccccc1	-6.7%	8.1%	-2.3%	18.1%	-4.7%	1.2	?	-9.0%	-2.3%
COCCN(C(=S)Nc1c(C)cc(C)cc1C)C(C)c1cccs1 (stereo not drawn)	3.6%	-2.2%	0.9%	2.4%	-11.9%	-0.8	-25.2%	-31.4%	-15.6%
CCCN1C(=O)/C(=C/c2c(NCCCOCC)nc3c(C)cccn3c2=O)SC1=S	9.8%	-2.8%[57.1 µM]	1.2%	22.2%[57.1 µM]	?	-16.6	-12.9%	17.2%	-10.9%
COc1ccc(OC)c(CCNC(=O)c2cc3cccc4c3n2CC(C)S4)c1 (stereo not drawn)	-7.8%	33.9%[activator]	-3.7%	70.2%[activator]	-2.8%	2.6	-13.5%	9.0%	6.3%
COc1cc(OC)c(OC)cc1/C=N/N(C)c1ccccc1	8.0%	-12.5%	-1.1%	-2.8%	1.8%	-3.9	-18.4%	-7.1%	-16.1%
O=C(OCc1cc(Cl)cc2c1OCOC2)c1cccnc1Cl	0.8%	1.0%[11.4 µM]	1.7%	18.7%[11.4 µM]	-2.4%	-6.4	-4.0%	-6.3%	-0.3%
CC(C)CC(=O)c1c[nH]c(C(=O)NCc2ccccc2)c1	1.1%	11.4%[57.1 µM]	-3.7%	6.6%[57.1 µM]	10.0%	-2.7	-0.6%	2.2%	-0.9%
N#Cc1cc([N+](=O)[O-])ccc1NCC1CCCO1 (stereo not drawn)	-5.7%	-7.6%	0.5%	-8.4%	-1.3%	1.9	-6.2%	-1.0%	-0.2%
O=C(O)CCC(=O)N1CCCC1C(=O)O (stereo not drawn)	.	13.0%[57.1 µM]	-5.0%	24.4%&0.7%[57.1 µM]	.	.	.	18.1%[56.9 µM]	.
O=C(CSc1nnc2scc(-c3ccccc3)n12)c1ccc2c(c1)OCCO2	7.4%	-1.8%	-1.5%	19.4%	1.1%	-6.0	-25.7%	-12.2%	-0.7%
COCCC(=O)N1CCC(Oc2ccc(C(=O)NCc3nccn3C)cc2)CC1	6.1%	-2.8%	-1.5%	-8.2%	-3.8%	-4.1	-13.4%	-2.7%	0.5%
COC(=O)c1sc(NC(=O)COc2ccc(OC)cc2)nc1C	1.3%	-5.6%	-2.3%	-2.9%	?	-6.0	-13.7%	2.1%	-7.8%
Cc1cccc(-n2c(=O)[nH]c3c(C(N)=O)nc(CC(C)C)nc32)c1	-1.6%	4.4%	-2.9%	-11.1%	2.3%	-3.6	-14.0%	14.6%	-0.4%
COc1ccc(S(=O)(=O)Nc2c(F)cccc2F)cc1	11.0%	4.3%[57.1 µM]	-3.3%	15.4%[57.1 µM]	6.9%	-10.3	-11.0%	?	-6.5%
CCO[C@@H]1OC(C(=O)N2CCCCCCC2)=C[C@H](c2ccc(C(F)(F)F)cc2)[C@H]1CCCO	1.1%[38.3 µM]	-11.3%	-0.1%	-11.0%	-0.2%	1.8	-4.8%	5.3%	-4.6%
Nc1c(C(=O)Nc2ccc(Cl)cc2)oc2ccccc12	5.5%	7.0%	0.1%	24.3%	0.0%	-0.4	-18.5%	17.6%	1.3%
Cc1ccc(CN(C(=O)c2csnn2)C(C(=O)NC2CCCC2)c2ccco2)cc1 (stereo not drawn)	-13.9%	-15.4%	-7.0%	-23.6%	10.1%	-1.3	-17.2%	12.1%	-0.5%
COC(=O)C1=C(C)N(Cc2ccccc2)C(=NCc2ccccc2)N[C@H]1c1ccccc1	-16.1%	10.3%[57.1 µM]	-10.0%	16.8%[57.1 µM]	-5.2%	-8.1	-15.2%	12.9%	-18.6%
CCCCCN(C(=O)CCC(=O)OCc1ccc(Cl)cc1Cl)c1c(N)n(CCCC)c(=O)[nH]c1=O	-5.5%	4.0%[57.1 µM]	-4.1%	12.8%[57.1 µM]	-5.6%	-5.4	-7.4%	-41.7%	-10.4%
COc1ccc(C2C(C(=O)N3CCOCC3)CCC(=O)N2c2ccc(OC)cc2)cc1 (stereo not drawn)	-9.6%	9.9%	-3.3%	10.3%	4.6%	-2.4	-21.0%	5.0%	-1.6%
COc1ccc(C2C(C(=O)Nc3ccccc3OC)=C(C)Nc3c(C(=O)Nc4ccccc4)cnn32)c(OC)c1 (stereo not drawn)	-8.0%	3.4%	-1.7%	19.3%	5.5%	-2.4	-8.4%	-9.6%	1.7%
O=C(NCc1ccc(Cl)cc1)c1cc([N+](=O)[O-])ccc1Cl	-1.5%	-2.9%	-4.2%	-3.3%	0.3%	-9.0	-2.7%	25.7%	0.3%
NC(Cc1c[nH]c2ccc(OCc3ccccc3)cc12)C(=O)O (stereo not drawn)	-0.8%	-0.8%	4.0%	?	6.7%	10.3	-25.9%	-17.1%[56.9 µM]	-19.5%
O=C1c2ccccc2-c2nc3ccccc3nc21	1.1%	7.3%	9.1%	12.2%[0.457 µM]	5.9%	2.5	?	-4.0%	0.4%
Cc1ccc(OCC(=O)NNC(=O)c2cc3ccccc3o2)cc1C	-4.4%	1.4%	-3.4%	21.3%	-5.9%	-13.4	-8.2%	13.6%	-1.1%

Three of the entries above in order of their number in TrxR1 substrate, descending:
canonical_smiles	TrxR1 substrate
Cc1cccc(-n2c(=O)[nH]c3c(C(N)=O)nc(CC(C)C)nc32)c1	4.4%
Cc1ccc(OCC(=O)NNC(=O)c2cc3ccccc3o2)cc1C	1.4%
N#Cc1cc([N+](=O)[O-])ccc1NCC1CCCO1 (stereo not drawn)	-7.6%

Other records.
SMILES	mIDH1 inhibitor	TrxR1 substrate	GRP78 ERSR act	rTrxR1 inhibitor	Vif-APOBEC3F blk	LDHA block	USP1 inh	RGS4 inh	Vif-APOBEC3G blk
Fc1cccc(/C=N/Nc2nc3ccccc3[nH]2)c1	1.7%	-9.3%	0.3%	-8.1%	-6.2%	-1.1	-21.6%	-14.2%	-11.1%
CC(NC(=O)c1ccc(NS(C)(=O)=O)cc1)c1ccccc1 (stereo not drawn)	7.7%	3.4%	-1.3%	13.0%	-2.5%	-3.2	-13.9%	-23.9%	2.4%
Cc1ccc(C2=C(CC(=O)O)C(=O)CC2)cc1	2.7%	-4.2%	-4.8%	-0.1%	-3.9%	1.3	-10.6%	23.2%	-0.3%
Cc1cc(C(=O)CN2C(=O)NC3(CCCCC3C)C2=O)c(C)n1Cc1cccs1 (stereo not drawn)	6.2%	-9.3%	2.8%	1.4%	-5.3%	-1.3	-3.5%	25.2%	-1.1%
COc1coc(C(O)CN)cc1=O (stereo not drawn)	5.2%	8.4%	-5.1%	34.9%[activator]	-4.8%	8.3	-10.7%	-4.3%	0.1%
O=C(Nc1ccccc1F)c1ccccc1-c1ccccc1	3.6%	0.9%	-1.8%	1.2%	0.9%	2.4	-13.8%	-24.6%	-2.3%
C=CCn1c(COC)nnc1SCC(=O)c1ccc(F)cc1	-0.1%	6.5%	-5.4%	-28.0%	-4.1%	1.5	-11.9%	?	-3.3%
CCOc1ccc(C(=O)NNC(=O)CN2C(=O)C3CC=CCC3C2=O)cc1OC (stereo not drawn)	-8.8%	3.5%	-1.8%	26.8%	0.9%	-10.1	-8.9%	-20.9%	1.0%
Cc1ccc(-c2n[nH]c(=O)c3ccccc23)cc1S(=O)(=O)N(C)CCO	0.0%	-6.0%	-1.5%	-6.3%	0.4%	-0.8&-5.9	-19.5%	-4.1%	-5.1%
Cc1cccc(NC(=O)CN(C2=NC3CS(=O)(=O)CC3S2)c2ccccc2F)c1 (stereo not drawn)	12.6%	4.3%	-6.7%	6.7%[57.1 µM]	2.0%	-2.6	-4.2%	-14.5%	-1.6%
CN(NC(=O)Nc1ccccc1)c1cnn(C)c(=O)c1Cl	8.5%	11.6%	-2.4%	36.3%	-5.0%	0.6	0.7%	5.0%	0.0%
CCCC(=O)Nc1cccc(NC(=O)c2ccccc2Br)c1	1.0%	9.2%	-2.3%	17.8%	5.2%	0.3	-6.5%	-10.7%	-2.6%
CC(C)c1ccc(NC(=O)c2cc3sc(Cl)cc3n2C)cc1	11.9%	4.4%	-6.6%	4.0%	2.7%	1.1	-12.3%	-16.0%	0.2%

Not all compounds are listed; rates above refer to the full screens.
